HP1b chromo inh – blocks HP1-beta chromodomain binding to methylated histone tails; AlphaScreen HP1-beta / biotin-H3K9me3 peptide binding; AID 540317; 390,000 compounds, 0.56% hits; Potency, µM (top dose mostly 114 µM), for inactives: at the highest dose activity change, negative = inhibition, usual class: inhibitors; also: potency is read from the fitted curve at half-maximal effect; nearly all actives have a fitted effect of over 70% in size; inactives centre near 23
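Compound inhibition of the preformed complex between 50 nM HP1-beta and 50 nM biotinylated H3K9me3 peptide was read by AlphaScreen. Buffer was PBS pH 7.4 with 0.01% Tween-20. Incubations ran 30 min at room temperature, with 10 ug/mL donor/acceptor beads.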
BAZ2B block – BAZ2B (human) inhibition. AlphaScreen BAZ2B-H3K14Ac peptide displacement. Potency, µM (highest dose often 114 µM), without a hit: top-dose activity change, negative = inhibition, actives largely listed as inhibitors. 360,000 compounds, 4.4% hits. AID 504333; also: potency is read from the fitted curve at half-maximal effect; % is scaled to controls: 0 for no effect and ±100 for the full control effect; nearly all actives have a fitted effect of over 60% in size
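AlphaScreen displacement of biotin-H3(5-23)K14Ac peptide (50 nM final) from BAZ2B (50 nM final) in PBS pH 7.4, 0.01% Tween-20; complex preformed 30 min RT, then compounds (top 110 uM) 30 min RT, beads 20 min dark.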
GLS inh – blocks human kidney-isoform glutaminase activity; GLS enzymatic activity, qHTS titration; Potency, µM (titrated, usually from 45.5 µM), for inactives: top-dose activity change, negative = inhibition, actives largely listed as inhibitors; 410,000 compounds, 0.21% hits; AID 624170; also: potency is read from the fitted curve at half-maximal effect; % is scaled to controls: 0 for no effect and ±100 for the full control effect
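Read-out is an Amplex red fluorescence increase coupled through glutamate oxidase and HRP, measured before and after 30 min room-temperature incubation. hKGA is in 45 mM KH2PO4 (pH 8.2) with 0.02% Tween-20; glutamine added as 1mM solution.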
PI4K2A inh – inhibitors of human PI4K2A. Q9BTU6. purified PI4K2A, ADP-Glo luminescence, 1 h; active compounds read low. activity change, negative = inhibition, % at 76.9 µM. 420,000 compounds, 0.13% hits; in the data active = activity change below about -50%; inconclusive = mostly about -30% to -49%;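 also: -100% = wells without enzyme as full effect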
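ADP-Glo luminescence measured ADP generated by PI4K2A enzyme (4 ug/mL before mixing) with 1.2 mM PI substrate (pre-mix) and 300 microM ATP (pre-mix). Tris pH7.5 buffer with MgCl2, Triton X-100; 1 h reaction at ambient temperature.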
JMJD2A Tudor inh – inhibitors of human JMJD2A Tudor domain; AlphaScreen JMJD2A-Tudor / H3K4me3 peptide binding; Potency, µM (series often up to 114 µM), for inactives: at the top dose activity change, negative = inhibition, most hits filed as inhibitors; 390,000 compounds, 4.4% hits; AID 504339; also: potency is read from the fitted curve at half-maximal effect; % is scaled to controls: 0 for no effect and ±100 for the full control effect; nearly all actives have a fitted effect of over 50% in size
12-LOX inh – blocks human arachidonate 12S-lipoxygenase | AID 1671190 | purified 12hLO, xylenol orange hydroperoxide absorbance | P18054 | 580,000 compounds, 1.1% hits | Potency, µM (series often up to 108 µM), without a hit: at the highest dose activity change, negative = inhibition, actives largely listed as inhibitors; also: potency is read from the fitted curve at half-maximal effect; % is scaled to controls: 0 for no effect and ±100 for the full control effect
Target sequence (P18054 whole entry, looked up): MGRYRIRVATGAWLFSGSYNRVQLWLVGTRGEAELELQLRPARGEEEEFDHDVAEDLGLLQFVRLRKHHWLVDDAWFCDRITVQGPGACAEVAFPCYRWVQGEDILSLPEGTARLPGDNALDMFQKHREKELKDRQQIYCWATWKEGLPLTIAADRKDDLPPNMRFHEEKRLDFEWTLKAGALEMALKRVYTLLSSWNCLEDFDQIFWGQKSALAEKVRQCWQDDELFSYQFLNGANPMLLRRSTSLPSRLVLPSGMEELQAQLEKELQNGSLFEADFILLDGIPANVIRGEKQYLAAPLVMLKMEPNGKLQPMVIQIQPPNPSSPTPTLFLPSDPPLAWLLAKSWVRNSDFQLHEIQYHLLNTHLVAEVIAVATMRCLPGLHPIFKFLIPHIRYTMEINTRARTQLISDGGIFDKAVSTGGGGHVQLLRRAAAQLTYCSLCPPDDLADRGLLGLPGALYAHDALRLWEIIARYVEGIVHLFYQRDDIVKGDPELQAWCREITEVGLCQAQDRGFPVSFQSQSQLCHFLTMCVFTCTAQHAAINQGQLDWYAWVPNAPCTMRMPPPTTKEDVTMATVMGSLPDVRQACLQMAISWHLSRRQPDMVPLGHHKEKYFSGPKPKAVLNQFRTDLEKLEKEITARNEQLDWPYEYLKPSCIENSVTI
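Purified human 12hLO at 150 nM in 25 mM Hepes, 0.01% Triton X-100, pH 7.0, preincubated 15 min at room temperature with compound. Reaction started with 40 uM arachidonic acid, 30 min at room temperature. Hydroperoxide measured by Fe-xylenol orange, 573/405 nm absorbance ratio.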
RGS4 inhibitor – human RGS4 inhibition; Transcreener GDP fluorescence polarization, RGS4-accelerated GTP hydrolysis; Potency, µM (titrated, usually from 114 µM), without a hit: at the highest dose activity change, negative = inhibition, most hits filed as inhibitors; 390,000 compounds, 0.039% hits; AID 504845; also: potency is read from the fitted curve at half-maximal effect; % is scaled to controls: 0 for no effect and ±100 for the full control effect; nearly all actives have a fitted effect of over 75% in size; some results filed as inactive show a strong effect at the top dose
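MLSMR compounds (23 nl, pin-transferred) preincubated 10 min at room temperature with a 500nM (2x) first reagent, then RGS4 at 900nM (2x) plus Transcreener GDP mix added; fluorescence polarization (620/688 nm) read before and after 90 min at 30 °C.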
G9a block – G9a (human) methyltransferase inhibition; G9a H3K9 monomethylation, AlphaScreen, 2 h; Potency, µM (highest dose often 102 µM), inactives show at the top dose activity, negative = inhibition, actives largely listed as inhibitors; 350,000 compounds, 8.8% hits; AID 504332; also: potency is read from the fitted curve at half-maximal effect; % is scaled to controls: 0 for no effect and ±100 for the full control effect; nearly all actives have a fitted effect of over 75% in size
Target sequence (Q96KQ7 913-1193 limits assumed): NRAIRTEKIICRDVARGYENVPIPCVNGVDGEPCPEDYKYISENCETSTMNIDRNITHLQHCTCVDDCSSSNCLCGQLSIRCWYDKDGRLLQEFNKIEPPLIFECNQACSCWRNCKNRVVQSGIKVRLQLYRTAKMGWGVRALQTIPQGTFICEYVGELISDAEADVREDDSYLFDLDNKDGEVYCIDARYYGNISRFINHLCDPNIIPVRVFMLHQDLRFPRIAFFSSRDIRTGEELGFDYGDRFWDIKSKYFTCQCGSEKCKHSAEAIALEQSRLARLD
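Step 1: enzyme (final 20 nM) with compound, 15 min RT. Step 2: substrate peptide 500 nM and SAM 20 uM, 2 h RT. Step 3: anti-H3K9me1 antibody and AlphaScreen beads, 10 min, then plate read.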
ERG Ets-DNA blk – inhibitors of human ERG Ets domain-DNA interaction; P11308; fluorescence polarization, His-ERG Ets domain / labelled DNA; Potency, µM (doses to about 76.9 µM), inactives show at the top dose FP activity, negative = inhibition, usual class: inhibitors; 370,000 compounds, 0.028% hits; AID 624246; active = well fitted inhibition curve with a large enough effect in the polarisation, with a control signal flat; inconclusive = small, poorly fitted or top-dose-only effect, or effect the other way, or a change in a side signal; inactive = no such curve, though single readings can be large or run the other way; the % refers to the polarisation;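 also: polarization taken with two DNA probes labelled with fluorescein and Texas red; potency is read from the fitted curve at half-maximal effect; % of control where 0% means no effect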
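His-tagged ERG Ets domain (1 uM in the protein solution; 300mM KCl, 50mM Tris-HCl, 1mM EDTA, 1mM DTT, pH 7.5) received compound, then a probe mix of 5 nM fluorescein-DNA and 100nM Texas-615-DNA. Fluorescence polarization was read for both dyes.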
Active calls of the source: *; ? = inconclusive; · = not tested or not shown; & = joins results of further samples; [ ] = remark or other dose. Unless noted, calls follow the shape of the dose curve; as a rule, active = well fitted curve in the direction sought with a large enough effect; inconclusive = small, poorly fitted or top-dose-only effect, or another doubt; inactive = no such curve, though single readings can be large; an effect the other way counts as inactive or inconclusive.

SMILES	HP1b chromo inh	BAZ2B block	GLS inh	PI4K2A inh	JMJD2A Tudor inh	12-LOX inh	RGS4 inhibitor	G9a block	ERG Ets-DNA blk
O/N=C(/CN(O)/C=C1/C=CC=N1)c1cccs1	19%	-5%	9%	5	2%	0%	31%	-17%[12.7 µM]	-12%
Cc1ccc(Cn2c(=O)n(CCCCC(=O)NCc3ccccc3Cl)c(=O)c3ccccc32)cc1	13%	2%	-1%	0	-12%	-20%	-22%	1%[59 µM]	9%
O=C1NC2(CCCCC2)C(=O)N1CCN1C(=O)c2ccccc2C1=O	14%	·	-2%	-1	-18%	0%	-17%	1%	2%
O=C(CCS(=O)(=O)c1ccc(Cl)cc1)Nc1nnc(-c2ccco2)o1	37%	?	3%	1	?	9%	5%	-37%	-8%
O=C1C=CC(=O)C(CNc2ccc(C(=O)OCc3ccccc3)cc2)=C1	40µM*	·	?	-11	40µM*	16µM*	-30%	·	0%
Cc1ccc(S(=O)(=O)N2CCCc3cc(NS(=O)(=O)c4cccc(Cl)c4)ccc32)cc1	7%	-23%	-4%	-3	-16%	-23%	20%	-2%[59 µM]	1%
CC(C)c1nnc(NC(=O)CCC(=O)NC2CCCCCCC2)s1	16%	8%	-11%	-2	-12%	17%	3%	·	-2%
COc1cccc(-c2cccc(NC(=O)C3CCN(Cc4ccon4)CC3)c2)c1	20%	-13%	0%	0	-14%	6%	-3%	43%	4%
CC(=O)C(Cc1cnc(Cl)s1)(Cc1cnc(Cl)s1)C(C)=O	18%	0%	-2%	2	1%	485%[activator]	11%	0%[59 µM]	-5%
NC[C@H]1O[C@H](O[C@H]2[C@H](O)[C@@H](O[C@H]3O[C@H](CO)[C@@H](O)[C@H](N)[C@H]3O)[C@H](N)C[C@@H]2N)[C@H](N)C[C@@H]1O	28%	0%	-9%	2	0%	0%	4%	9%	-5%
Cn1cnnc1SCC(=O)Nc1ccc(Cl)cn1	13%	2%	10%	0	9%	19%	27%	25%[59 µM]	2%
CN(CC(=O)O/N=C(\N)c1ccccn1)S(=O)(=O)c1cc(Cl)ccc1Cl	24%	-14%	1%	13	-19%	15%	3%	-2%	-2%
COc1ccc(OC)c(C2CC(=O)c3c([nH]c(C(=O)OCC4CCCO4)c3C)C2)c1 (configuration not stated)	15%	?	-4%	-5	-35%	198%[activator]	-11%	-13%[59 µM]	9%
COc1ccccc1NC(=O)CCCc1nc(-c2ccc(OC)c(OC)c2)no1	30%	-16%	8%	-2	-17%	-7%	5%	-21%	-5%
O=C(OC1CCOC1=O)c1cc(Cl)ccc1[N+](=O)[O-] (configuration not stated)	26%	-13%	3%	0	-17%	-7%	15%	-11%	4%
O=C(c1oc(=O)c2ccccc2c1-c1ccccc1)N1CCN(C2CCCCC2)CC1	15%	1%	-7%	1	-18%	8%[57.4 µM]	-6%	-10%	-10%
COc1ccc(Cl)cc1N(CC(=O)NC(C(C)C)C(C)C)S(C)(=O)=O	24%	7%	-1%	3	-5%	1%	-25%	19%[59 µM]	-3%
CSCCC(NC(=O)COc1ccccc1)C(=O)Nc1ccc(C)cc1 (configuration not stated)	8%	-18%	92%[activator]	15	0%	12%	-1%	-26%[59 µM]	-5%
O=C1OCC2=C1C(c1ccccc1)CC(=O)N2c1ccccc1 (configuration not stated)	33%	-5%	22%	3	2%	7%	-15%	47%[59 µM]	-1%
O=C(c1ccco1)N1CCN(C(=O)C2Cc3ccccc3CN2S(=O)(=O)c2ccc(F)cc2)CC1 (configuration not stated)	19%	-12%	1%	-1	17%	13%	-28%	?	-2%

Three entries picked at random from those above:
SMILES	HP1b chromo inh	BAZ2B block	GLS inh	PI4K2A inh	JMJD2A Tudor inh	12-LOX inh	RGS4 inhibitor	G9a block	ERG Ets-DNA blk
O=C(OC1CCOC1=O)c1cc(Cl)ccc1[N+](=O)[O-] (configuration not stated)	26%	-13%	3%	0	-17%	-7%	15%	-11%	4%
O/N=C(/CN(O)/C=C1/C=CC=N1)c1cccs1	19%	-5%	9%	5	2%	0%	31%	-17%[12.7 µM]	-12%
COc1cccc(-c2cccc(NC(=O)C3CCN(Cc4ccon4)CC3)c2)c1	20%	-13%	0%	0	-14%	6%	-3%	43%	4%

Carrying on.
SMILES	HP1b chromo inh	BAZ2B block	GLS inh	PI4K2A inh	JMJD2A Tudor inh	12-LOX inh	RGS4 inhibitor	G9a block	ERG Ets-DNA blk
CC1=C(C(=O)N2CCCCCC2)C2(CCC(C)CC2)OC1=O (configuration not stated)	20%	-5%	·	-2	11%	0%	11%	7%[0.501 µM]	-5%
Cc1ccc(C)c(CSc2cn(CCNC(=O)c3cccs3)c3ccccc23)c1	35%	-22%	6%	-4	-11%	-23%	9%	7%[59 µM]	3%
CC(C)c1ccc(OC(=O)c2ccc3c(=O)n4c(nc3c2)CCC4)cc1	8%	-20%	-6%	-2	-27%	-26%	-17%	-7%[2.33 µM]	-3%
CN(C)CCC(C(=O)c1ccccc1)c1cccnc1 (configuration not stated)	17%	·	0%	5	-19%	-19%	-1%	·	3%
CN(C)c1ccc(C=C2C(=O)OC(C)(C(C)(C)C)OC2=O)cc1 (configuration not stated)	29%	-7%	74%[activator]	-5	-10%	-9%	27%	?	-3%
COc1ccccc1-c1nn(CCC(=O)Nc2ccccc2)c2nc(C)cc(C)c12	24%	-7%	1%	-3	-10%	-7%	-7%	1%[59 µM]	5%
COc1ccc(-c2nc(CS(=O)CC(=O)NC3CCCc4ccccc43)c(C)o2)cc1OC (configuration not stated)	28%	-25%	-3%	-3	-7%	2%[57.4 µM]	-11%	?	-3%
COc1ccc(CCNC(=O)c2cc(C(=O)c3cc(C)ccc3O)cn(CCc3ccc(OC)cc3)c2=O)cc1	2%	?	-11%	-1	-17%	3%	-23%	11%[2.33 µM]	2%
CCN(CCCNC(=O)Cn1ncc2c3ccccc3n(C)c2c1=O)c1cccc(C)c1	28%	-4%	13%	4	-10%	-30%	-20%	9%[59 µM]	-5%
COc1ccc(Cc2nnc(NC(=O)c3ccccc3)s2)cc1OC	10%	-4%	12%	6	-16%	6%	-1%	12%	0%
Cc1ccc(S(=O)(=O)Nc2ccccc2CNc2c(C)n(C)n(-c3ccccc3)c2=O)cc1	-4%	-8%	0%	-1	-34%	3%	19%	-17%	·
CC(C)[C@@H]1NC(=O)c2cc([N+](=O)[O-])cc(I)c2OCC[C@@H](C(N)=O)NC(=O)[C@H](CCC(=O)O)NC1=O	29%	?	7%	-5	-15%	?	-2%	45µM*	-4%
CC(C)(C#N)Nc1ccccc1	16%	-17%	-1%	2	-8%	1%	22%	7%[59 µM]	·
O=C(Nc1ccccc1C(=O)N1CCCCCC1)c1ccc(F)cc1	29%	-11%	18%	1	-6%	?	7%	43%	-4%
CCn1ccnc1C(O)c1ccc(N(C)C)cc1 (configuration not stated)	-5%	?	44%[activator]	1	?	0%	-18%	32µM*	-5%
COc1ccc(-n2nnc3c(=O)n(CC(=O)N4CCCCC4)cnc32)cc1	39%	2%	-14%	8	5%	13%[57.4 µM]	9%	-3%	-10%
O=C1CN(CC(=O)N2CCCCC2)c2ccccc2O1	8%	-22%	19%	1	-14%	?	-12%	?	-12%
CCOc1ccc(OCCSc2nc3ccccc3o2)cc1	170%[activator]	135%[activator]	2%	-7	103%[activator]	23%&36%	-4%	96%[activator][59 µM]	-5%

A portion of the results above, for reference:
SMILES	HP1b chromo inh	BAZ2B block	GLS inh	PI4K2A inh	JMJD2A Tudor inh	12-LOX inh	RGS4 inhibitor	G9a block	ERG Ets-DNA blk
COc1ccc(-n2nnc3c(=O)n(CC(=O)N4CCCCC4)cnc32)cc1	39%	2%	-14%	8	5%	13%[57.4 µM]	9%	-3%	-10%
O=C1CN(CC(=O)N2CCCCC2)c2ccccc2O1	8%	-22%	19%	1	-14%	?	-12%	?	-12%
CCOc1ccc(OCCSc2nc3ccccc3o2)cc1	170%[activator]	135%[activator]	2%	-7	103%[activator]	23%&36%	-4%	96%[activator][59 µM]	-5%

The list is partial. The share of hits here may be higher or lower than overall.
